# M1 PAM parental: nonselective activator or artifact in parental CHO-K1 calcium assay. ATP EC20, Fluo-8 calcium fluorescence; 0% at ATP EC20, 100% at ATP max. activation, % at 3 µM. hit rate 0.02% among 360,000;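 active = activation above the run cutoff, the mean activation of all test compounds plus 3 SD, cut at about 40% in these data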;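 also: peak over basal fluorescence ratio in a 140 s read after ATP addition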
# CHRM4 antagonist: antagonists of human muscarinic M4 receptor (CHRM4) | CHO-hM4 cells, ACh EC80, Fluo-8 calcium fluorescence | inhibition, % at 3 µM | hit rate 0.73% among 360,000 | AID 624125;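 active = inhibition above its plate's cutoff, the mean inhibition of sample wells plus 3 SD, cut at about 27% in these data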;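 also: 0% = acetylcholine EC80 with DMSO and 100% = DMSO without agonist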
# Target sequence (P08173 whole entry, looked up): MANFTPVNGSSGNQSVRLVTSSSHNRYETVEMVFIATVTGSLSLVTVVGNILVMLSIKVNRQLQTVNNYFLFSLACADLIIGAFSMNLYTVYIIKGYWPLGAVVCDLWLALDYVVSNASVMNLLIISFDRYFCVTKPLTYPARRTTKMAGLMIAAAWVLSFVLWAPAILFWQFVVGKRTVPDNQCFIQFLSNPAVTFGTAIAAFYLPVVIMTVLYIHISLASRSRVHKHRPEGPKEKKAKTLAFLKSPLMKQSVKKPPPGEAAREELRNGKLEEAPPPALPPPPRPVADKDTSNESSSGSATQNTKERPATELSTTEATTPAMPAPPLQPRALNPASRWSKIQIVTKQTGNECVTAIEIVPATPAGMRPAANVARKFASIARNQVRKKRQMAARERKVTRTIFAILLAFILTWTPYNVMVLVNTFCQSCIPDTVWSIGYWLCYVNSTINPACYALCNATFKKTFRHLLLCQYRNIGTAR
# M4 ag: agonists of human muscarinic M4 receptor (CHRM4). CHO-K1 hM4/Gqi5, Fluo-8 calcium fluorescence; vehicle 0%, full acetylcholine response 100%. hit rate 0.14% among 360,000. activation, % at 3 µM. P08173;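 active = activation above the run mean over all test wells plus 3 SD, cut at about 32% in these data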;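 also: peak over basal fluorescence ratio per well then scaled between controls; 0% = DMSO wells and 100% = acetylcholine at EC100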
# CHRM5 antagonist: CHRM5 antagonism in calcium assay; P08912; inhibition, % at 3 µM; hit rate 0.59% among 360,000; CHO-hM5 cells, Fluo-8 calcium fluorescence, ACh EC80;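 active = inhibition above a per-plate cutoff, the mean of that plate's test compounds plus 3 SD, cut at about 27% in these data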;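 also: 0% = acetylcholine EC80 with DMSO and 100% = DMSO without agonist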
# Target sequence (P08912 whole entry, looked up): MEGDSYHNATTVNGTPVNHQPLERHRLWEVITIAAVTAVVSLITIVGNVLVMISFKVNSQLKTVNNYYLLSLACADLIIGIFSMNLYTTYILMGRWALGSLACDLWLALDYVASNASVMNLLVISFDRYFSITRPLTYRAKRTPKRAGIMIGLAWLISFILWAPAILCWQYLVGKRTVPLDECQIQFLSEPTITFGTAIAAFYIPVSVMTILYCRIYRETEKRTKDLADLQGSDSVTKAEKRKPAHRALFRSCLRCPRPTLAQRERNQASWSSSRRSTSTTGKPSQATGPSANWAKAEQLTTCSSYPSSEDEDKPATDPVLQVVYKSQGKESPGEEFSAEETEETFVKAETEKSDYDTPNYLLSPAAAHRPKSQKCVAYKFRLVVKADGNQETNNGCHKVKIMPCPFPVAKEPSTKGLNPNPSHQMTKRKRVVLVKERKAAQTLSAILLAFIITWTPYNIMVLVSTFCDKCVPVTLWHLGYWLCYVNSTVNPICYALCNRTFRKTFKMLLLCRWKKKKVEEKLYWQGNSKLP
# CHO-K1 Ca antag: counter-screen for M1 antagonists: effect in parental CHO-K1 cells; ATP-induced calcium, Fluo-8 fluorescence; inhibition, % at 3 µM; hit rate 0.6% among 360,000;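 active = inhibition above a per-plate cutoff, the plate's mean sample inhibition plus 3 SD, cut at about 24% in these data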;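 also: 0% = DMSO plus EC80 ATP and 100% = DMSO alone without ATP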
# CHRM4 PAM: potentiates acetylcholine response at human M4 receptor; CHO-K1 hM4/Gqi5, Fluo-8 calcium fluorescence, ACh EC20; 0% = ACh EC20, 100% = maximal ACh; activation, % at 3 µM; hit rate 0.4% among 360,000;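 active = activation above its plate's cutoff, the mean activation of sample wells plus 3 SD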; also: some results filed as inactive read as strong as hits
# CHRM5 agonist: CHRM5 agonism in calcium assay | P08912 | CHO-K1 hM5 cells, Fluo-8 calcium fluorescence; 0% DMSO wells, 100% maximal acetylcholine response | activation, % at 3 µM | hit rate 0.19% among 360,000 | AID 624037;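 active = activation above the run's mean over test compounds plus 3 SD, cut at about 23% in these data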;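 also: signal is peak over basal fluorescence ratio across the kinetic read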
# CHRM5 PAM: potentiates acetylcholine response at human M5 receptor | P08912 | CHO-K1 hM5, Fluo-8 calcium, ACh EC20 PAM; 0% = ACh EC20, 100% = ACh EC100 | activation, % at 3 µM | hit rate 0.3% among 360,000 | AID 624038;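 active = activation above the run cutoff, the mean activation of all test compounds plus 3 SD, cut at about 18% in these data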
#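 System – CHO-K1 hM5 cells · Compound – 3 µM, single dose · Incubation – compound preincubation 140 s before EC20 acetylcholine addition · Technique – Fluo-8 calcium fluorescence · Measure – Max/basal fluorescence ratio as % of EC20–EC100 ACh window · Benchmarks – low control EC20 acetylcholine (0%), high control EC100 acetylcholine (100%) · Replication – singlicate, one well per test compound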
# CHO-K1 Ca ag: nonselective activator or artifact in parental CHO-K1 cells. Fluo-8 calcium fluorescence; scaled to maximal ATP response, vehicle zero. activation, % at 3 µM. hit rate 0.48% among 360,000. AID 602248; in the data active = activation above about 15%;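 also: untransfected CHO-K1 host cells lacking M1 receptor as counterscreen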
# The depositor's hits bear a star.
SMILES,M1 PAM parental,CHRM4 antagonist,M4 ag,CHRM5 antagonist,CHO-K1 Ca antag,CHRM4 PAM,CHRM5 agonist,CHRM5 PAM,CHO-K1 Ca ag
O=C(CCCC(=O)N(c1ccc2c(c1)OCCO2)C(C(=O)NC1CCCCC1)c1ccc(Cl)cc1)Nc1ccccn1 (stereo unspecified),6,-4,2,-3,-7,3,1,2,0.5
COc1cc(S(=O)(=O)Nc2ncn[nH]2)ccc1Cl,10,3,-1,18,3,-3,-4,-2,0.2
O=C(NCc1cccnc1)C12CC3CC(CC(C3)C1)C2,18,-3,1,-6,-15,-4,-2,14,0.2
Cc1ccc(S(=O)(=O)N2CCOCC2)cc1NC(=O)COC(=O)CCOc1ccc(C(C)(C)C)cc1,-2,-13,16,9,-2,-11,2,-19,16*
CC1C2=C(CC(C)(C)CC2=O)NC2=C1C(=O)CC(C)(C)C2,18,-6,1,11,-11,3,0,-1,2.5
O=C(CN1C(=O)S/C(=C/c2cccs2)C1=O)N1CCCC1,14,-1,0,8,-5,10,0,2,0.6
CCCC1CCC(C2=N/C(=C\c3ccc(OC)c(OC)c3)C(=O)O2)CC1 (stereo unspecified),-1,5,0,8,-5,-1,1,3,0.3
COc1ccc(-n2c(C)cc(C(=O)Cn3nnc4ccccc4c3=O)c2C)cc1,12,-4,3,-10,-24,-5,-3,3,1.9
COc1ccc(NS(=O)(=O)c2ccc(O)c(NS(=O)(=O)c3ccc(NC(C)=O)cc3)c2)cc1,-11,6,0,7,-12,2,-6,-6,0.2
CCCCCCc1cc2cc(C(=O)Nc3cccc(OC)c3)c(=O)oc2cc1O,27,-2,0,-5,-9,-2,3,1,0.3
CC(=O)NC(CC(=O)OCC(=O)c1ccc(NC(=O)CC(C)C)cc1)c1ccccc1 (stereo unspecified),-14,6,0,-4,-1,6,0,5,0.2
COc1ccc(CNC2CC(C)N(C)CC2C)cc1OC (stereo unspecified),-17,-7,3,-9,9,-2,1,5,-0.1
COc1cccc(NC(=O)CN(C)C(=O)CCN2C(=O)C3CC=CCC3C2=O)c1 (stereo unspecified),-16,2,2,2,-1,7,4,-1,-0.2
COC(=O)c1[nH]c2ccccc2c1NC(=O)C(C)N1CCN(C(=O)c2ccco2)CC1 (stereo unspecified),2,-4,4,4,-10,11,-5,-2,0.8
Cn1ncc(C#N)c1/N=C/N1CCCC1,14,1,1,-5,1,13,-3,3,0.0
CC(CC(=O)Nc1ccc2c(c1)OCO2)c1ccccc1 (stereo unspecified),14,-7,0,6,-11,5,-5,2,-0.4
CC1CC(C(=O)Nc2ccccc2)C(=O)O1 (stereo unspecified),19,-3,0,-4,-22,-2,4,3,1.5
Cc1cc(C(=O)NC2Cc3ccccc3C2)c(C)o1,31,1,1,13,-14,0,-2,0,1.8
O=C(NC1CCCCC1)N1CCCC(c2nc(-c3ccc(S(=O)(=O)N4CCCC4)cc3)no2)C1 (stereo unspecified),-4,11,-1,6,-1,-10,1,-4,-0.7
Cc1cccc(Nc2nc(N)nc(CN3CCN(Cc4ccc5c(c4)OCO5)CC3)n2)c1,-1,14,0,3,6,-9,-1,-2,0.4
Cc1ccc(CNC(=O)CCn2ccc3cc(S(=O)(=O)N4CCCC4)ccc32)cc1,0,4,2,17,-9,-2,-3,-4,1.6
COc1ccc(/C=C2/Sc3ccc(C(=O)NCCN4CCCCCC4)cc3NC2=O)cc1,4,-1,4,-2,5,-16,-10,5,-0.2
Cc1cc(C)c(-c2cc(NC(=O)CSc3nncn3C)n(-c3ccccc3)n2)cc1C,10,0,2,-1,2,-3,-5,-3,0.2
O=[N+]([O-])c1nn(-c2ccccc2)[n+]([O-])c1N1CCN(c2ccccc2F)CC1,-13,-3,0,3,14,11,-7,-3,-0.3
CCOC(=O)CN1C(=O)S/C(=C/c2ccco2)C1=O,17,4,0,3,-12,-7,1,4,0.3

# Some of the entries above in another layout.
Molecule	M1 PAM parental	CHRM4 antagonist	M4 ag	CHRM5 antagonist	CHO-K1 Ca antag	CHRM4 PAM	CHRM5 agonist	CHRM5 PAM	CHO-K1 Ca ag
COc1cccc(NC(=O)CN(C)C(=O)CCN2C(=O)C3CC=CCC3C2=O)c1 (stereo unspecified)	-16	2	2	2	-1	7	4	-1	-0.2
COC(=O)c1[nH]c2ccccc2c1NC(=O)C(C)N1CCN(C(=O)c2ccco2)CC1 (stereo unspecified)	2	-4	4	4	-10	11	-5	-2	0.8

# Carrying on:
SMILES,M1 PAM parental,CHRM4 antagonist,M4 ag,CHRM5 antagonist,CHO-K1 Ca antag,CHRM4 PAM,CHRM5 agonist,CHRM5 PAM,CHO-K1 Ca ag
OC(c1ccccc1)c1nc(-c2cccc(F)c2)cs1 (stereo unspecified),-11,-5,1,-5,-2,-2,1,0,0.1
CCOC(=O)CCC(NC(=O)CCCCCCCC(=O)NC(CCC(=O)OCC)C(=O)OCC)C(=O)OCC (stereo unspecified),18,4,0,13,5,-2,-1,-5,0.5
N#Cc1ccsc1NC(=O)CSc1nncs1,-5,-6,2,-1,-14,3,6,-2,0.1
CC(C)(O)C(O)COc1c2ccoc2cc2oc(=O)ccc12 (stereo unspecified),16,-9,1,6,3,2,1,2,0.5
COc1ccc(CN2CCN(CCc3ccccc3)C(CCO)C2)c(Cl)c1OC (stereo unspecified),9,13,2,3,-5,-4,-8,4,2.9
CC1=C(C(=O)NCCN2CCOCC2)C2(CCC(C)CC2)OC1=O (stereo unspecified),-6,-7,0,6,4,3,-2,-3,-0.3
O=C(CCN1C(=O)c2ccccc2C1=O)Nc1ccc(F)cc1,8,2,2,-2,-1,12,1,-4,1.2
c1ccc(-c2csc3nnc(SCc4ccc5c(c4)OCO5)n23)cc1,5,-17,-2,-2,13,11,-3,2,-0.2
CCN(C(=O)CCc1nnc2ccc(NCc3ccco3)nn12)c1ccccc1,-7,7,0,22,1,3,-7,-10,-0.2
Cn1nnnc1SCC(=O)NCC(=O)c1ccccc1,6,2,-1,-1,-8,-5,3,-4,-0.1
Cc1nc(-c2ccccc2)sc1C1(C)CC(c2ccc(C#N)cc2)=NO1 (stereo unspecified),4,2,2,5,-3,-1,0,4,0.1
Cc1nn(Cc2ccccc2)c(C)c1C(=O)NCCN1C(=O)S/C(=C\c2ccccc2)C1=O,29,9,1,-6,-16,-4,0,1,2.4
Cc1c(C(=O)N(C)c2ccccc2)oc2c1C(O)CC(C)(C)C2 (stereo unspecified),17,-11,1,11,-20,7,-4,-1,0.1
CC(C)(C)c1nnc2sc(SCCN3C(=O)c4ccccc4C3=O)nn2c1=O,19,-4,2,-2,-16,5,-1,-4,1.3
COc1ccc(NC(=O)c2cccc(S(=O)(=O)N3CCCCCC3)c2)cc1,-4,6,4,3,-5,-2,3,-4,4.8
Cc1cc(C)cc(NC(=O)COC(=O)c2ccc(CN3CCCC3=O)cc2)c1,4,-3,2,-9,-12,2,2,3,2.7
C/C(CC(=O)NCc1ccco1)=N\NC(=O)COc1ccc(Cl)cc1Cl,10,4,2,3,-6,-4,2,-2,2.6
CC(C)Cn1c(N)c(C(=O)COC(=O)c2cc(-c3ccccc3)nc3ccccc23)c(=O)n(C)c1=O,16,-1,3,-6,-17,13,0,3,0.3
CCNc1ccc(C(=O)OC(C(=O)NC(N)=O)C(C)C)cc1[N+](=O)[O-] (stereo unspecified),-3,-10,1,-1,13,3,2,5,0.1
CCN(CC)CC(=O)NN=C(c1ccccc1)c1ccccc1,4,-1,-1,8,-3,-4,-13,-10,-0.1
O=Nc1c(O)n(Cc2ccccc2)c2ccccc12,-6,-1,-1,5,-13,0,1,10,0.2
COc1ccc(S(=O)(=O)N2CCC(C(=O)NCCC(=O)NCc3ccncc3)CC2)cc1,16,6,1,17,-15,3,-5,-7,2.0
COc1cccc(/C=N/NC(=O)c2ccc(OCc3cccc(Br)c3)cc2)c1,8,-3,2,7,-5,-2,-1,-9,0.4
COc1ccc(Cn2ccnc2CO)cc1[N+](=O)[O-],10,-3,0,10,-11,10,-1,8,1.4
COc1ccc(O)c(C2=Nc3ccccc3N=C(c3ccccc3)C2)c1,7,3,0,8,-18,-4,-3,-2,0.1

# Further records.
SMILES,M1 PAM parental,CHRM4 antagonist,M4 ag,CHRM5 antagonist,CHO-K1 Ca antag,CHRM4 PAM,CHRM5 agonist,CHRM5 PAM,CHO-K1 Ca ag
CCOC(=O)COn1c(=O)c(C)[n+]([O-])c2ccccc21,16,-8,4,4,-28,3,-6,-2,1.2
CCCC(C(=O)NC1CCCCC1)N(CC1CCCO1)C(=O)CNS(=O)(=O)c1ccc(F)cc1 (stereo unspecified),15,3,0,0,-20,7,-7,-1,-0.6
CNC(=S)NNC(=O)CNc1ccc(C)c(Cl)c1,27,-4,2,-4,-22,2,-5,2,0.7
O=C(CCNS(=O)(=O)c1ccc(Cl)cc1)N1CCC2(O)CCCCC2C1 (stereo unspecified),10,6,2,0,-4,16,1,5,0.5
Cc1nn(Cc2ccccc2)c(C)c1NC(=O)c1cc(-c2ccc3c(c2)OCO3)on1,17,-2,1,2,-3,12,1,-5,0.8
COc1ccc(C(=O)Nc2nc(-c3ccc([N+](=O)[O-])cc3)c(-c3ccc(OC)cc3)s2)cc1,20,-2,0,-3,-20,10,0,0,1.0
COc1ccc(C2CC(c3ccc(OC)cc3)n3nc(N)nc3N2)cc1 (stereo unspecified),18,-5,2,4,2,4,0,-4,0.8
CCn1ncc(Cl)c1C(=O)Nc1ccc2c(c1)CCC2,13,0,-2,-2,-1,5,-6,6,-0.4
O=C(O)c1ccc(NS(=O)(=O)c2ccc(N3CCCC3)c([N+](=O)[O-])c2)cc1,8,2,1,15,-14,1,-1,1,1.5
COc1ccccc1NC(=O)CCc1nnc2ccc(NCc3ccco3)nn12,0,0,2,-6,-8,6,1,-2,0.0
CC(=O)Nc1nc2cccc([N+](=O)[O-])c2s1,-10,8,0,7,4,-5,0,1,-0.1
CC(C)(C)Cc1c(-c2ccc(Cl)cc2)nc2c(Cl)cc(C(F)(F)F)cn12,1,-6,0,0,-7,3,1,-1,0.3
O=C(CCCN1C(=O)c2cccc3cccc(c23)C1=O)N1CCN(c2ccc(F)cc2)CC1,14,4,4,8,-18,-9,-1,1,2.7
COc1ccc(CNC(=O)C(CCSC)NC(=O)c2ccco2)cc1 (stereo unspecified),-2,-9,3,-6,-2,-4,-5,-4,1.2
O=C(NCC(=O)N1CCCC1C(=O)O)OC1CCCCC1 (stereo unspecified),18,2,1,2,-14,3,-2,2,0.6
Cc1cc(C)cc(N(CC(=O)NCc2ccco2)C(=O)CCC(=O)Nc2ccccn2)c1,23,-2,2,0,-12,7,5,0,0.5
Cc1ccnc(NC(=O)CCC(=O)N(CC(=O)NCCc2ccccc2)c2ccccc2F)c1,-11,-10,4,4,-4,-7,-1,-2,1.3
CN(C)S(=O)(=O)Oc1ccccc1C(=O)Nc1ccc(F)cc1F,13,9,1,-1,-4,1,-2,-9,0.2
COc1cc2oc3ccc(C#Cc4ccccn4)cc3c(=O)c2cc1OC,3,-7,3,-3,-5,0,5,0,-0.1

# An excerpt from above, limited to M4 ag, CHRM5 agonist and CHO-K1 Ca antag:
structure	M4 ag	CHRM5 agonist	CHO-K1 Ca antag
CC(C)Cn1c(N)c(C(=O)COC(=O)c2cc(-c3ccccc3)nc3ccccc23)c(=O)n(C)c1=O	3	0	-17
CCNc1ccc(C(=O)OC(C(=O)NC(N)=O)C(C)C)cc1[N+](=O)[O-] (stereo unspecified)	1	2	13
CCN(CC)CC(=O)NN=C(c1ccccc1)c1ccccc1	-1	-13	-3

# Compound activity: PubChem BioAssay, The Scripps Research Institute Molecular Screening Center
